Source: PubChem (MTDP)
RNase H inhibition: RNase H inhibition, HIV 1 Gag Pol polyprotein, FRET biochemical assay, screening (AID 372) | HIV-1 RT RNase H, FRET RNA/DNA substrate fluorescence; higher % means a stronger effect | inhibition, % at 10 µM; hits with a dose series show IC50 in µM | actives 0.77% (n = 100,000); in the data active = inhibition above about 50%
* hit, by the source's call; & = joins results of further samples. Only part of the results is shown (hit frequency here may not be typical).

SMILES	RNase H inhibition
C=C(C)c1cccc(C(C)(C)NC(=O)N2CCN(C/C=C/c3ccccc3)CC2)c1	7%
COc1ccc(C(=O)NC(Nc2cc(C)ccc2C)C(Cl)(Cl)Cl)cc1 (centres undefined)	19%
Oc1cccc(C=Nc2cccnc2)c1	5%
O=C(Nc1ccccc1)Nc1nnc(-c2ccc(Cl)cc2)s1	0%
C(#Cc1ccc(-c2nc(-c3ccccc3)c(-c3cccc4ccccc34)[nH]2)cc1)c1ccccc1	17%
Cc1ccc(C(C)C)c(OC(=O)c2cccnc2)c1	14%
CC(=O)N1CCN(CC(C)(C)NS(=O)(=O)c2ccccc2)CC1	0%
CCOc1ccc(/C=C/C(=O)c2ccc(C)cc2)cc1	14%
CC(=O)Nc1cccc(N=Cc2ccccc2O)c1	9%
O=C1c2ccccc2-c2onc3ccc(NC4CCCCC4)c1c23	0%
CC1=C(C(=O)OC2CCCC2)C(c2cc3c(cc2Br)OCO3)C2=C(CC(c3ccc(Cl)cc3)CC2=O)N1 (centres undefined)	22%
Cc1cc(NC(=O)CCc2ccccc2)ccc1NC(=O)CCc1ccccc1	11%
C=COCCNC(=O)C(=O)Nc1cccc(C)c1C	0%
O=C(NC1CCCCCC1)c1ccc(Cl)c([N+](=O)[O-])c1	0%
CCCCC(=O)Nc1ccc2oc(-c3ccc(Br)cc3)nc2c1	12%
COc1ccccc1N1CCN(S(=O)(=O)c2ccccc2)CC1	16%
CCn1c(O)c(N=NC(=O)c2ccccc2NC(=O)c2ccccc2)c2ccccc21	12%
Cc1ccc(Cc2ccc(C(=O)Nc3ccc([N+](=O)[O-])cc3)o2)cc1	13%
CN1C(=O)/C(=C/c2c3ccccc3cc3ccccc23)SC1=S	35%
CC(C)C(=O)Nc1ccc(O)c(-c2nc3ccccc3o2)c1	13%
CCOc1ccc(C(=O)Nc2cc(-c3nc4cc(C)cc(C)c4o3)ccc2C)cc1[N+](=O)[O-]	20%
COC(=O)c1cc(NC(=O)c2ccccc2Br)cc(C(=O)OC)c1	3%
COCCOC(=O)C1=C(C)NC2=C(C(=O)CC(C)(C)C2)C1c1cccc(OCc2ccccc2)c1 (centres undefined)	14%
CCOc1cc(/C=N/Nc2nc(Nc3ccccc3)nc(Nc3ccccc3)n2)ccc1OCc1ccc([N+](=O)[O-])cc1	10%
CC(Oc1ccccc1)C(=O)N1CCc2ccccc2C1 (centres undefined)	15%
CCOc1ccccc1/C=C1/SC(N2CCCCC2)=NC1=O	16%
CCCn1c(/C=C/c2ccccc2)nc2ccccc21	14%
O=C(Cc1cccc2ccccc12)N/N=C/c1cc([N+](=O)[O-])cc([N+](=O)[O-])c1O	0%
Cc1ccc(NC(=O)c2ccccc2Cl)c(C)c1	0%
COC(=O)C1=C(C)NC2=C(C(=O)CC(c3ccc(OC)cc3)C2)C1c1ccc(OC)cc1OC (centres undefined)	8%

Given in CSV form: part of the list above.
structure,RNase H inhibition
CCCCC(=O)Nc1ccc2oc(-c3ccc(Br)cc3)nc2c1,12%
CCn1c(O)c(N=NC(=O)c2ccccc2NC(=O)c2ccccc2)c2ccccc21,12%
Cc1ccc(NC(=O)c2ccccc2Cl)c(C)c1,0%
O=C(Nc1ccccc1)Nc1nnc(-c2ccc(Cl)cc2)s1,0%
O=C(Cc1cccc2ccccc12)N/N=C/c1cc([N+](=O)[O-])cc([N+](=O)[O-])c1O,0%

Six of the compounds above, in markdown.
| SMILES | RNase H inhibition |
| --- | --- |
| CC(Oc1ccccc1)C(=O)N1CCc2ccccc2C1 (centres undefined) | 15% |
| CCCn1c(/C=C/c2ccccc2)nc2ccccc21 | 14% |
| Cc1ccc(NC(=O)c2ccccc2Cl)c(C)c1 | 0% |
| CCOc1ccc(C(=O)Nc2cc(-c3nc4cc(C)cc(C)c4o3)ccc2C)cc1[N+](=O)[O-] | 20% |
| CCOc1ccccc1/C=C1/SC(N2CCCCC2)=NC1=O | 16% |
| CC(C)C(=O)Nc1ccc(O)c(-c2nc3ccccc3o2)c1 | 13% |

Next entries follow:
SMILES	RNase H inhibition
Clc1ccc(Nc2nc(-c3cccnc3)cs2)cc1	12%
CCc1ccccc1NC(=O)c1c(NC(=O)c2ccccc2Br)sc2c1CCC2	19%
O=C(/C=C/c1ccccc1)N1CCN(Cc2ccc3c(c2)OCO3)CC1	11%
O=C1NC(=S)N(c2cccc(Br)c2)C(=O)/C1=C\c1ccc(-c2ccc([N+](=O)[O-])cc2)o1	27%
O=C(O)CN1C(=O)/C(=C\c2ccccc2OCc2ccccc2F)SC1=S	9%
Cc1ccc(Cl)cc1NC(=O)/C(C#N)=C\c1ccc(I)o1	9%
Cc1c2ccccc2n2cc(-c3ccccc3)nc(C(C)C)c12	18%
CCOC(=O)C1=C(C)N=c2s/c(=C\c3ccccc3OCc3ccc(Cl)cc3)c(=O)n2C1c1ccc(Cl)cc1 (centres undefined)	6%
N#Cc1c(NC(=O)c2cnccn2)sc2c1CCCCCC2	27%
COC(=O)/C(C#N)=C\c1c(C)cc(C)c(COC(C)=O)c1C	0%
CC(C)c1ccc(-c2csc(NC(=O)C3C4CCC(C4)C3C(=O)O)n2)cc1 (centres undefined)	3%
Cc1ccc(NC(CC(=O)c2ccccc2)c2ccc(F)cc2)cc1 (centres undefined)	4%
O=C(O)CN1C(=O)/C(=C\c2ccc(OC(=O)c3ccc(F)cc3)cc2)SC1=S	13%
O=C(Cc1ccc(F)cc1F)Nc1ccc(Cl)cc1Cl	0%
CC1=C(C(=O)Nc2cccc(Cl)c2)C(c2ccc(Br)cc2)NC(=S)N1 (centres undefined)	0%

Looked up by structure from above (six):
SMILES	RNase H inhibition
CC(C)c1ccc(-c2csc(NC(=O)C3C4CCC(C4)C3C(=O)O)n2)cc1 (centres undefined)	3%
N#Cc1c(NC(=O)c2cnccn2)sc2c1CCCCCC2	27%
Cc1ccc(NC(CC(=O)c2ccccc2)c2ccc(F)cc2)cc1 (centres undefined)	4%
O=C1NC(=S)N(c2cccc(Br)c2)C(=O)/C1=C\c1ccc(-c2ccc([N+](=O)[O-])cc2)o1	27%
Clc1ccc(Nc2nc(-c3cccnc3)cs2)cc1	12%
CCc1ccccc1NC(=O)c1c(NC(=O)c2ccccc2Br)sc2c1CCC2	19%

Next compounds follow:
SMILES	RNase H inhibition
Cc1ccc(N(CC(=O)NCc2ccccc2C)S(C)(=O)=O)c(C)c1	0%
Cc1oc(C(N)=O)cc1COc1ccc(C(N)=O)cc1	8%
CC(=O)c1cccc(NC(=O)CC2S/C(=N\N=C(/C)c3ccc(F)cc3)NC2=O)c1 (centres undefined)	6%
Nc1[nH]c(=S)nc2sc3c(c12)CCN(Cc1ccccc1)C3	15%
Cc1cccc(C)c1NC(=O)CSCC(=O)Nc1ccc2ccccc2c1	8%
Cc1ccc(-c2cc(C(C)(C)C)nc(N)c2C#N)cc1	14%
COc1ccc(NCc2nc3ccccc3n2C)cc1	0%
C=CCC1(O)C(C)C(c2cc(OC)ccc2OC)NC(c2cc(OC)ccc2OC)C1C (centres undefined)	11%
Cc1[nH]n(-c2ccc(Cl)cc2)c(=O)c1C=Nc1ccc(F)cc1	13%
Cc1c(Cl)c(=O)oc2cc(OCC(=O)c3ccc(Cl)cc3)ccc12	50%*
CCSc1c(S)cnn(-c2ccccc2)c1=O	7%
O=c1nc(-c2ccccc2Cl)c2cc(Br)ccc2[nH]1	15%
COc1ccc2c(c1)C(=O)C(C1(O)C(=O)N(C)c3ccccc31)CC2 (centres undefined)	1%
CCOc1ccc(C=Nc2ccc(C(N)=O)cc2)cc1	3%
COc1ccccc1C(=O)Nc1ccc(Br)cc1F	6%
Cc1cc(C)c(O)c(N=Cc2cc(Cl)cc([N+](=O)[O-])c2O)c1	0%
Brc1ccc(-c2cc(-c3ccccc3)nc(N/N=C/c3ccccc3)n2)cc1	18%
O=C(c1cc([N+](=O)[O-])ccc1Cl)N1CCN(Cc2ccccc2)CC1	3%
COc1ccc(S(=O)(=O)N2CCN(C3CCCC(C)C3)CC2)cc1 (centres undefined)	0%
COCCNC(=O)c1cc2nc3c(c(C(F)(F)F)n2n1)CCc1ccccc1-3	0%
O=C(O)c1ccc(NC(=O)c2ccc(N3C(=O)c4ccc(C(=O)Nc5ccc(C(=O)O)cc5)cc4C3=O)cc2)cc1	13%
CC(C)CNC(=O)C(=O)Nc1cccc(Br)c1	0%
COCCOc1nc2ccccc2s1	12%
O=C(Oc1cccc([N+](=O)[O-])c1)c1ccc(-c2ccccc2)cc1	7%
Cc1ccc(CNC(=O)C(=O)Nc2ccc(C)cc2)cc1	7%
COc1ccc(/C=C2/SC(=S)N(C(C)c3ccccc3)C2=O)cc1 (centres undefined)	15%
CCCOC(=O)c1ccc(NC(=S)NC(=O)c2ccco2)cc1	0%
COc1ccc(Cc2nc3ccccc3[nH]2)cc1OC	13%&5%
O=S(=O)(c1ccc(Cl)cc1)N1CCN(C2CCCCCC2)CC1	0%
CC(=O)c1ccc2c(c1)c1cc(Cl)ccc1n2C	25%
O=C(Nc1ccccc1Cl)c1cccc(NC(=O)C(F)(F)F)c1	7%
OCCNCCOc1c(Cl)cc(Cl)cc1Cl	3%
COc1ccc(NC2=C(c3ccc(OC)cc3)C(=O)c3ccccc32)cc1	14%
Nc1nnc(CC(=O)N/N=C/c2cc(Br)c(O)c(Br)c2O)s1	0%
COc1ccc(S(=O)(=O)Nc2ccccc2Cl)cc1	0%
O=[N+]([O-])c1ccc(NN=C(C2CC2)C2CC2)cc1	15%
Cc1cc(N2C(=O)C3C4c5ccccc5C(c5ccccc54)C3C2=O)no1 (centres undefined)	2%
O=C1/C(=C/C=C/c2ccccc2)SC(=S)N1c1cccc(C(F)(F)F)c1	9%
Cc1ccc(NCc2ccc3c(c2)OCO3)c(Br)c1	10%
Cc1ccc(C(=O)c2cc([N+](=O)[O-])ccc2N2CCCCC2)cc1	16%
O=C(Nc1cccc(Cl)c1Cl)c1ccc(I)cc1	12%
CCCOc1ccc(C(=O)NC(=S)Nc2cccc(NC(=O)c3ccccc3)c2)cc1	30%
O=C(NCc1ccc2c(c1)OCO2)C(=O)Nc1nc(C23CC4CC(CC(C4)C2)C3)cs1	2%
COC(=O)c1ccc(OCc2ccc(COc3ccc(C(=O)OC)cc3)cc2)cc1	7%
COc1ccc2ccccc2c1/C=C1\SC(=S)N(Cc2ccccc2)C1=O	33%
CC1=C(C(=O)OCc2ccccc2)C(c2ccc(C(F)(F)F)cc2)C2=C(CCCC2=O)N1 (centres undefined)	15%
C/C(=N/N=C(c1ccccc1)c1ccccc1)c1cccs1	16%
O=C(O)/C=C/C(=O)Nc1ccc(F)c(F)c1	0%
Cn1c(SCC#N)nc2c(c1=O)C1(CCCCC1)Cc1ccccc1-2	18%
C=CCOC(=O)C1=C(C)NC2=C(C(=O)CCC2)C1c1cccc(OC)c1 (centres undefined)	7%
CCOc1ccc(C(=O)Nc2cc(OC)ccc2OC)cc1	15%
O=C(O)c1ccccc1SC1CC(=O)N(c2ccccc2F)C1=O (centres undefined)	2%
CC(=O)c1ccc(NC(=O)c2cc(-c3ccc(Br)cc3)nc3ccccc23)cc1	4%
COc1cc(/C=C(/C#N)C(=O)Nc2ccccc2)cc(OC)c1O	14%
c1ccc(-c2cc(-c3ccccc3)n3c(c2)nc2ccccc23)cc1	36%
Clc1ccccc1OCCCCCN1CCOCC1	1%
CCOc1cc(OCC)cc(C(=O)Nc2cccc(NC(=O)c3ccccc3C)c2)c1	9%
Cc1cc2nn(-c3ccccc3)nc2cc1NC(=S)NC(=O)c1ccc(F)cc1	2%
CCOc1ccc(C(=O)NC(=S)Nc2cc(-c3nc4ccccc4s3)ccc2C)cc1Cl	13%
CCOc1ccccc1NC(=O)CN(c1ccc(OC)cc1OC)S(C)(=O)=O	11%
The listing continues:
SMILES	RNase H inhibition
CC1=NN(C(=O)Nc2ccccc2)C(O)(c2ccccc2)C1 (centres undefined)	5%
CCC(Sc1nnc2c3ccccc3n(CC)c2n1)C(=O)N1c2ccccc2Sc2ccccc21 (centres undefined)	29%
O=C(Nc1cccc(Cl)c1)c1ccccc1Oc1ccccc1	19%
COc1ccc(N=Cc2c(O)n(-c3ccc(C)cc3C)c(=O)c3cc(OC)ccc23)cc1	0%
O=C(Nc1ccc(S(=O)(=O)N2CCCCC2)cc1)c1ccc(Br)o1	10%
CN1CCN(c2ccc([N+](=O)[O-])c(Sc3cccc4cccnc34)c2)CC1	3%
O=[N+]([O-])c1ccc(Cl)c(C=Nc2ccc(Br)c(Cl)c2)c1	23%
O=C(NCC(c1ccccc1)c1ccccc1)Nc1ccc(F)cc1F	7%
COc1cc(C)ccc1OCCCCOc1cccc(C)c1C	23%
N#Cc1ccccc1NC(=O)C1CC1(c1ccccc1)c1ccccc1 (centres undefined)	9%
N#C/C(=C/c1ccc(OCc2cccc([N+](=O)[O-])c2)cc1)C(=O)N1CCN(c2ccccc2)CC1	7%
CC(Oc1cccc(Cl)c1)C(=O)Nc1ccccc1C(=O)N1CCN(C)CC1 (centres undefined)	0%
NC(=O)CCSC(=S)NCc1ccco1	7%
COc1cccc(N2C(=O)C(=O)/C(=C(\O)c3ccccc3)C2c2ccc(C)cc2)c1 (centres undefined)	0%
Cc1cc(Cl)ccc1OC(=O)CCN1C(=O)c2ccccc2C1=O	0%
O=C(NN1C(=O)C2C3C=CC(C4CC34)C2C1=O)c1cccc(Cl)c1 (centres undefined)	4%
O=C1/C(=C\c2cccc(Br)c2)SC(=S)N1CC(=O)N1c2ccccc2Sc2ccccc21	0%
COC(=O)C1C(=O)N(C)C(c2ccccc2)C1C(=O)OC (centres undefined)	2%
CC1CC(Nc2ccccc2)c2ccccc2N1C(=O)c1ccc(F)cc1 (centres undefined)	16%
O=C(O)c1cc2nc(-c3ccc(Cl)cc3)cc(C(F)(F)F)n2n1	6%
Cc1cc(N2CCN(C)CC2)n2c(nc3ccccc32)c1C#N	0%
CC(=O)OC[C@H]1O[C@H](OC(C)=O)[C@H](O)[C@@H](OC(C)=O)[C@H]1OC(C)=O	7%
C/C(=N\NC(=O)c1cccc(Cl)c1)c1ccco1	13%
COc1ccc(/C=C/C(=O)c2c(-c3ccccc3)c3cc(Cl)ccc3[nH]c2=O)cc1OC	11%
CCC1=NN2C(=N)/C(=C/c3cccc(OCc4ccccc4F)c3)C(=O)N=C2S1	9%
Cc1c(NC(=O)c2cccc(OCc3ccccc3)c2)cccc1-c1nc2ccccc2o1	0%
Cc1ccc(-c2nn(-c3ccccc3)cc2C=O)cc1	18%
